POLB inh – blocks human DNA polymerase beta activity | AID 485314 | hit rate 1.3% among 340,000 | Pol beta primer extension/strand displacement, fluorescence kinetic | Potency, µM (series often up to 114 µM), for inactives: top-dose activity change, negative = inhibition, most hits filed as inhibitors; note: potency is the fitted concentration of half-maximal effect; % is set by controls: 0 for no effect and ±100 for the full control effect
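Kinetic readout of DNA synthesis with strand displacement by Pol beta. Compound and 10 nM enzyme sit 15 min at room temperature; 50 nM substrate starts the reaction, read immediately and at 10 min.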
Anesthetic bind – candidate novel general anesthetic via apoferritin binding; P02791; apoferritin/1-aminoanthracene competitive binding, fluorescence; Potency, µM (series often up to 77.5 µM), for inactives: at the top dose activity change, negative = displacement, hits mostly inhibitors; hit rate 0.074% among 350,000; note: potency is the fitted concentration of half-maximal effect; % is set by controls: 0 for no effect and ±100 for the full control effect; nearly all actives have a fitted effect of over 20% in size
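Steps: apoferritin (10 uM) was premixed with half-saturated 1-AMA in PBS, compounds were pin-transferred, plates stood 10 min at room temperature, fluorescence was read at 380/535 nm, and curves were fitted with a Hill equation.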
ALOX12 inh – inhibitors of human 12S-lipoxygenase ALOX12. purified 12hLO, xylenol orange hydroperoxide absorbance. Potency, µM (highest dose often 108 µM), for the others: top-dose activity change, negative = inhibition, usual class: inhibitors. P18054. hit rate 1.1% among 580,000; note: potency is the fitted concentration of half-maximal effect; % is set by controls: 0 for no effect and ±100 for the full control effect
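Purified human 12hLO at 150 nM in 25 mM Hepes, 0.01% Triton X-100, pH 7.0, preincubated 15 min at room temperature with compound. Reaction started with 40 uM arachidonic acid, 30 min at room temperature. Hydroperoxide measured by Fe-xylenol orange, 573/405 nm absorbance ratio.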
Pol kappa inh – inhibitors of human DNA polymerase kappa. Q9UBT6. purified Pol kappa, fluorescent DNA synthesis assay, 10 min. Potency, µM (series often up to 107 µM), for the others: at the top dose activity, negative = inhibition, actives largely listed as inhibitors. hit rate 0.53% among 400,000; note: potency is the fitted concentration of half-maximal effect; % is set by controls: 0 for no effect and ±100 for the full control effect
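Here, compound and 10 nM enzyme are combined for 15 min at room temperature; adding 50 nM substrate (final) starts DNA synthesis, tracked by fluorescence at 0 and 10 min against buffer-only wells.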
ERG-DNA inh – ERG Ets/DNA interaction inhibition; P11308; fluorescence polarization, His-ERG Ets domain / labelled DNA; Potency, µM (highest dose often 76.9 µM), for inactives: at the top dose FP activity, negative = inhibition, hits mostly inhibitors; hit rate 0.028% among 370,000; AID 624246; active = well fitted inhibition curve with a large enough effect in the polarisation, with a control signal flat; inconclusive = small, poorly fitted or top-dose-only effect, or effect the other way, or a change in a side signal; inactive = no such curve, though single readings can be large or run the other way; the % refers to the polarisation;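 note: polarization taken with two DNA probes labelled with fluorescein and Texas red; potency is the fitted concentration of half-maximal effect; % of control where 0% means no effect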
Target sequence (P11308 whole entry, looked up, the tested form may be a part): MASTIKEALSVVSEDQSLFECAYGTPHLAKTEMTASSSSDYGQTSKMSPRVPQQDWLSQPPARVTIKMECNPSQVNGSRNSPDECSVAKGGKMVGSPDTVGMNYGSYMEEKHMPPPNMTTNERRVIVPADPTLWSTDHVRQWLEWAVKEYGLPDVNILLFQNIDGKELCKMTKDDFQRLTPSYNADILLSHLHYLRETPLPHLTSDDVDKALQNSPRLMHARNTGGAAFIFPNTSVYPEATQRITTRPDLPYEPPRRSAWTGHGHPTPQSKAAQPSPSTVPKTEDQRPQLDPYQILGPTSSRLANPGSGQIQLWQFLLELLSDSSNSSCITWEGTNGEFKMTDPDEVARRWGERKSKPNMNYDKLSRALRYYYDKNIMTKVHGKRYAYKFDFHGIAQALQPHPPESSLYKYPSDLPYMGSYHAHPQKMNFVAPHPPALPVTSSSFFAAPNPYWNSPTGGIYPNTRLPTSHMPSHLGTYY
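His-tagged ERG Ets domain (1 uM in the protein solution; 300mM KCl, 50mM Tris-HCl, 1mM EDTA, 1mM DTT, pH 7.5) received compound, then a probe mix of 5 nM fluorescein-DNA and 100nM Texas-615-DNA. Fluorescence polarization was read for both dyes.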
BLM helicase inh – inhibitors of human Bloom syndrome helicase BLM. recombinant BLM DNA unwinding, fluorescence dequenching. Potency, µM (highest dose often 56.1 µM), for the others: at the top dose activity change, negative = inhibition, actives largely listed as inhibitors. hit rate 0.2% among 350,000. AID 2528;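 note: potency is the fitted concentration of half-maximal effect; plate controls were vehicle for no effect and no enzyme for full effect; nearly all actives have a fitted effect of over 35% in size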
TRHR ag – agonists of human TRH receptor; P34981; TRHR cells, calcium flux fluo-8, FDSS agonist mode; activation, % at 2 µM; hit rate 0.18% among 360,000; AID 493084; in the data active = activation above about 30%; note: 0% is about no effect
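Agonist-mode FDSS calcium read (Ex 480/Em 530, 1 s cycles) in 1536-well TRHR cells with fluo-8 dye, after 10-cycle baseline and 23 nL compound addition; TRH at EC20 (10 nM final) added afterwards for the enhancer phase.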
APEX1 inh – blocks human APE1 abasic DNA cleavage; P27695; Potency, µM (series often up to 65.8 µM), inactives show top-dose activity change, negative = inhibition, usual class: inhibitors; hit rate 0.35% among 350,000; recombinant APE1, TAMRA/BHQ-2 abasic DNA cleavage fluorescence;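 note: potency is the fitted concentration of half-maximal effect; plate controls were vehicle for no effect and reference inhibitor for full effect; nearly all actives have a fitted effect of over 55% in size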
Target sequence (P27695 whole entry, looked up): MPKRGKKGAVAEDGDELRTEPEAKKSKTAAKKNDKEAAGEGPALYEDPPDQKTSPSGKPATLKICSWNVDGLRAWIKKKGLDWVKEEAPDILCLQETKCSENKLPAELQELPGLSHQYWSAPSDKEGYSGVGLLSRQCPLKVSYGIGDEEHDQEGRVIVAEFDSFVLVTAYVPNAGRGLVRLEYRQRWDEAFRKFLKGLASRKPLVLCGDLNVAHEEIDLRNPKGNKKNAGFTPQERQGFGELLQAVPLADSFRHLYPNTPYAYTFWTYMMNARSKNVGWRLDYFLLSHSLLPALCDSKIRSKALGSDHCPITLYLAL
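Activity was derived from the fluorescence gain between first and third kinetic reads (60 s intervals, ex 525/em 598 nm) after 50 nM THF-abasic TAMRA/BHQ-2 duplex was added to 0.75 nM APE1 preincubated 15 min with compound.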
POLI inh – DNA polymerase iota (human) inhibition. Potency, µM (highest dose often 115 µM), for inactives: top-dose activity, negative = inhibition, most hits filed as inhibitors. Pol iota fluorescent replication assay, 10 min. AID 588590. hit rate 1% among 390,000; note: potency is the fitted concentration of half-maximal effect
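Fluorescent replication assay read twice, at 0 min and 10 min after adding 50 nM (final) substrate. Enzyme (10 nM) and compounds were first incubated 15 min at room temperature; enzyme-free buffer wells were negative controls.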
Numbers without * were called inactive; u = inconclusive; x = no result given; & = joins results of further samples; [ ] = remark or other dose. Unless noted, calls come from the whole dose curve; as a rule, active = well fitted curve in the direction sought with a large enough effect; inconclusive = small, poorly fitted or top-dose-only effect, or another doubt; inactive = no such curve, though single readings can be large; an effect the other way counts as inactive or inconclusive. These rows are one share of the data; count on the stated rates, not on these rows.

APEX1 inh	TRHR ag	Pol kappa inh	ERG-DNA inh	Anesthetic bind	ALOX12 inh	POLB inh	POLI inh	BLM helicase inh	SMILES
-1%	-0.7	2%	6%	1%	u	26%	-3%[58.9 µM]	0%	CNC(=O)n1cc(C)c(-c2cccs2)n1
-5%	-0.2	-9%	-10%	-17%	-3%	1%	12%	-3%	COc1ccc(NC(=O)c2cccs2)cc1NC(=O)c1ccco1
x	1.1	5%	3%	-12%	-8%	19%	11%	24%	CCN(CC)CCn1c(=N)n(CC(O)COc2ccccc2C)c2ccccc21 (stereo not drawn)
6%	0.7	-7%	11%	3%	u	39%	55%[activator]	1%	N[C@@H](Cc1ccccc1)C(=O)N1CCC(C(=O)N[C@@H](Cc2c[nH]c3ccccc23)C(=O)O)CC1
-8%	-0.3	-10%	7%	-6%	-1%	16%	-13%	-1%	COc1cc(OC)c(-c2nc(-c3ccncc3)no2)cc1OC
x	-1.4	2%[60.1 µM]	2%	-10%	-13%	-3%	u	2%	CCCCC(CC)CNC(=O)CN1C(=O)CSc2ccc(S(=O)(=O)N3CCOCC3)cc21 (stereo not drawn)
10%	0.2	9%	13%	48%[activator]	x	31%	24%	5%	COc1ccc(C(=O)O/N=C(\N)c2ccc(OC)c(OC)c2)c(OC)c1
24%	-0.1	-5%	-1%	x	-3%	x	10%	x	CC(Sc1ncn[nH]1)C(=O)Nc1ccc(Cl)cn1 (stereo not drawn)
-11%	-0.6	8%	2%	x	0%	x	22%	x	CSc1ccccc1NC(=O)CN(C)C(=O)C1CC(=O)N(C(C)c2ccccc2)C1 (stereo not drawn)
-6%	0.6	-5%	-1%	98%[activator]	u	-7%	31%[activator]	-10%	CSc1ccccc1NC(=S)N/N=C/c1cccn1Cc1ccc(F)cc1
-3%	0.6	-12%	-1%	-8%	1%	13%	32%[activator]	-3%	CCCOC(=O)c1[nH]c2c(c1C)C(=O)CC(c1ccc(OC)c(OC)c1)C2 (stereo not drawn)
u	0.2	-4%	-7%	2%	-5%	1%	13%	1%	Cn1c(=O)c2cc(S(=O)(=O)Nc3cc(C(=O)O)cc(C(=O)O)c3)ccc2n(C)c1=O
14%	0.0	1%	16%	-18%	-21%	7%	u	-9%	O=C(COC(=O)c1cc(=O)[nH]c2ccccc12)Nc1nc(-c2ccccc2)cs1
5%	0.5	-2%	2%	-18%	u	0%	u	44%[activator]	CCN1CCN(Cc2ccc(NC(=O)c3cc(NC(=O)c4cc(C)on4)cc(OC)c3)cc2C(F)(F)F)CC1
1%	0.0	2%	15%	u	1%	20%	1%	0%	O=C(COC(=O)/C=C/c1ccc(S(=O)(=O)N2CCOCC2)cc1)NCc1ccc2c(c1)OCO2
16%&-6%	-0.4	-6%	6%	13%&2%	-10%	17%	u	3%&-2%	COC(=O)CNC(=O)C1(C)C=CCN1C(=O)c1ccccc1 (stereo not drawn)
x	-0.2	-8%	-1%	62%[activator]	-23%	1%	-9%	-6%	COc1ccc(CCNC(=O)c2ccc3c(c2)c(C)c(C)n3Cc2ccc(F)cc2)c(OC)c1OC
12%	0.6	-9%	-3%	-24%	2%	11%	30%[activator]	-5%	CCCOc1ccc(C(C)=O)cc1CC(C(=O)OCC)C(=O)OCC
-2%	-0.1	-12%	0%	2%	-2%	0%	11%	2%	CCOC(=O)N1CCN(C(=O)CNC(=O)c2nn(-c3ccc(OC)cc3)c(=O)c3ccccc23)CC1
14%	-0.2	0%	-1%	0%	16%	-1%	-11%	-7%	Cc1ccc2c(c1)C(c1ccc(F)cc1)N(C(=O)c1ccccc1Br)CC(=O)N2 (stereo not drawn)
-4%	x	-4%	3%[15.4 µM]	x	10%	x	11%	x	Cc1cc(C)c(C#N)c(SCC(=O)Nc2cc(C)on2)n1
x	0.3	-10%[60.1 µM]	-3%	-8%	-10%	-18%	16%	-6%	Cc1cc(O)c(C(c2cccc(F)c2)N2CCN(c3ccccc3)CC2)c(=O)n1Cc1ccco1 (stereo not drawn)
-5%	-0.3	-2%	-3%	59%[activator]	42%[activator]	-13%	24%	-3%	Cc1ccc(-n2c3nc(=O)n(C)c(=O)c-3cc3ccccc32)cc1
75%	0.1	3%	9%	-1%	4%	-12%	23%	0%	CC1Sc2ccc(S(=O)(=O)CCC(=O)Nc3ccccn3)cc2NC1=O (stereo not drawn)
10%	2.6	-22%	-4%	4%	-5%	10%	1%	-4%	O=[N+]([O-])c1cccc(CN2CCN(c3cccc4[nH]ccc34)CC2)c1
-1%	1.9	-2%	8%	-4%	10%	-21%	10%	-2%	CCOC(=O)C1CCN(S(=O)(=O)c2cc(Cl)c(C)cc2OC)CC1
43%[activator]	0.3	-8%	-5%	1%	-26%	-1%	-19%	1%	O=C(Nc1nccs1)C1CC(=O)N(CCc2ccc(F)cc2)C1 (stereo not drawn)
13%	1.2	1%	-11%	-5%	6%	10%	1%	-7%	COc1ccccc1C(=O)NC1CC(C)(C)NC(C)(C)C1
-4%	2.4	2%	-3%	-12%	13%	0%	45%[activator]	-4%	Cc1cc(C)cc(Oc2ccc(N)cc2)c1
x	0.1	6%	-2%	0%	-30%	36%	21%	0%	COc1ccc(N2CCN(C(=O)c3cn(C)c4ccc(S(=O)(=O)N(C)C5CCCCC5)cc4c3=O)CC2)cc1
0%	0.3	6%	-8%	-11%	-40%	16%	-14%	-2%	CC(=O)Oc1cccc(N2C(=O)c3ccc(C(=O)O)cc3C2=O)c1
-1%	9.5	-3%	10%	u	-3%	-19%	-6%	-20%	Cc1ccc(C)c(SCC(=O)c2ccc[nH]2)c1
x	-1.3	-17%	-2%	8%	0%	7%	u	-11%	COc1ccc(-c2cc(C(=O)Oc3ccc(Cl)cc3)c3ccccc3n2)cc1
18%	0.3	-5%	0%	-15%	-30%	23%	28%	1%	CC(=O)N1c2ccc(S(=O)(=O)N3CCC(C(=O)Nc4cccc(F)c4)CC3)cc2CC1C (stereo not drawn)
26%	0.3	-12%	-4%	2%	-1%	7%	u	1%	COc1ccc(Cn2c(=O)c3cccnc3n(Cc3ccc([N+](=O)[O-])cc3)c2=O)cc1
-15%	-0.3	-18%	2%	1%	-10%	-1%	5%	1%	CSc1cccc(NS(=O)(=O)c2cn(C)cn2)c1
-4%	22	-10%	4%	-13%	40µM*	12%[57.1 µM]	25%	1%	Cc1onc(-c2ccccc2)c1C(=O)NNC(=S)NC(=O)c1ccc(F)cc1
12%	0.6	-15%	5%	-6%	42%[activator]	2%	15%	-1%	N#CCNC1CC(=O)N(c2ccc(F)cc2)C1=O (stereo not drawn)
1%	0.8	-11%	u	1%	-17%	80%	0%	1%	Clc1cccc(OCCCN2CCCC2)c1Cl
-1%	0.7	-22%	2%	-5%	0%	16%	2%	-2%	O=C(NC1CCCC1)C1CCN(S(=O)(=O)c2cccc3cccnc23)CC1

Source: PubChem BioAssay
